GPR55 activation: GPR55 agonists via beta-arrestin recruitment, primary screen, imaging, U2OS cells, beta-arrestin-GFP redistribution (AID 1961); G-protein coupled receptor 55 (Homo sapiens); U2OS GPR55 beta-arrestin-GFP redistribution imaging; higher % means a stronger effect; activation, % at 10 µM; hits with a dose series show EC50 in µM; 0.048% of 290,000 active;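 active = activation above 40% with more than 50 cells counted in the well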;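 also: U2OS osteosarcoma cells stably expressing GPR55 and beta-arrestin-GFP; plate controls were DMSO negative control for no effect and LPI positive control for full effect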
NTR1 agonist: agonists of NTR1, primary screen, imaging, U2OS cells, beta-arrestin-GFP, high content (AID 493036). Neurotensin receptor type 1 (Homo sapiens), P30989. NTR1-U2OS beta-arrestin-GFP spot imaging, agonist mode. activation, % at 20 µM. 0.17% of 330,000 active;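 active = activation at or above 40% of the spot to cytoplasm intensity ratio, with at least 20 cells analyzed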;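 also: 0% = DMSO without peptide and 100% = 100 nM NTR1 peptide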
Target sequence (P30989 whole entry, looked up): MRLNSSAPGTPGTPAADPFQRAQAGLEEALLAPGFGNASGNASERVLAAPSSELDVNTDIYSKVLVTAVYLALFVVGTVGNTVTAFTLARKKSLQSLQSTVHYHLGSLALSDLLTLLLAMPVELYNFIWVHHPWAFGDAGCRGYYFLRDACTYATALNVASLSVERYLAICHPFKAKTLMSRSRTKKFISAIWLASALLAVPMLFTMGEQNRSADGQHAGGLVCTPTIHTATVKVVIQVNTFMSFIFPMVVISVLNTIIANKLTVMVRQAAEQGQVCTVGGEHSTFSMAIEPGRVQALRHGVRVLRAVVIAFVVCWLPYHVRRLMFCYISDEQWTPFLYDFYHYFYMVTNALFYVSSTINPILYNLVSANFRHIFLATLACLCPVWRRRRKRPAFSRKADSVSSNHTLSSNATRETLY
GPR35 arrestin U2OS: GPR35 antagonists blocking zaprinast-driven arrestin recruitment, primary screen, imaging, U2OS, beta-arrestin-GFP, zaprinast agonist (AID 2058); G-protein coupled receptor 35 (Homo sapiens); U2OS GPR35 beta-arrestin-GFP translocation imaging, zaprinast antagonism; higher % means a stronger effect; inhibition, % at 10 µM; hits with a dose series show IC50 in µM; 0.052% of 290,000 active;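 active = inhibition of at least 50% with at least 30 cells and total cytoplasm GFP at most 10,000,000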
GPR55 LPI antagonism: GPR55 antagonists blocking LPI-driven arrestin recruitment, primary screen, imaging, U2OS, beta-arrestin-GFP, LPI agonist (AID 2013). G-protein coupled receptor 55 (Homo sapiens). one-dose inhibition, % at 10 µM; IC50 in µM for titrated hits. U2OS GPR55 beta-arrestin-GFP translocation imaging, LPI antagonism; higher % means a stronger effect. 0.13% of 290,000 active;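 active = spots per cell inhibited over 60%, with over 100 cells counted and total cytoplasm intensity under 500,000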;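 also: U2OS cells stably carrying GPR55 and arrestin-GFP stimulated by 5 µM LPI near EC80; imaged beta-arrestin-GFP aggregate spots per cell after agonist stimulation; plate controls were LPI-stimulated DMSO wells for no effect and DMSO wells without LPI for full effect; some results filed as inactive read as strong as hits; confirmed hits need IC50 under 10 µM and bright autofluorescent wells are also inconclusive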
Rac1 GTP hydrolysis: MgcRacGAP GTPase-activating activity inhibitors, confirmation, biochemical, ADP Hunter fluorescence | Rac GTPase-activating protein 1 (Homo sapiens) | MgcRacGAP-stimulated Rac1 GTP hydrolysis, ADP Hunter fluorescence; higher % means a stronger effect; GST-tagged Rac1 F28L mutant substrate | one-dose inhibition, % at 30 µM; IC50 in µM for titrated hits | 0.6% of 340,000 active | AID 624330, 2012;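 active = first-screen hits whose inhibition reached a set limit at any dose in the follow-up dose series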;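 also: fluorescence reports GDP produced by GAP-driven GTP hydrolysis; strong numbers were not always called active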
K1F lysis inhibition: inhibition of K1F phage lysis, E. coli UTI89, bacterial capsule biogenesis inhibitors, alamar blue (AID 488966) | E. coli UTI89 K1F phage lysis, alamar blue, 2 h; higher % means a stronger effect | one-dose inhibition, % at 100 µM; IC50 in µM for titrated hits | 0.02% of 340,000 active;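 active = phage lysis inhibition, versus mean bacterial control, above a set limit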;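 also: capsule biogenesis inhibitors block K1F phage lysis so surviving cells raise fluorescence; higher fluorescence means more inhibition of phage lysis; actives were called in the ten point dose series up to 300 µM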
KOR beta-arrestin-1: KOR antagonists, beta-arrestin recruitment, cell-based, luminescence, uHTS (AID 1778); 0.091% of 290,000 active; Kappa-type opioid receptor (Homo sapiens); KOR beta-arrestin recruitment, luminescence, antagonist mode; higher % means a stronger effect; inhibition, % at 10 µM; hits with a dose series show IC50 in µM; in the data active = inhibition above about 50%; also: strong numbers were not always called active
NOD1 NF-kB reporter: NOD1 signaling inhibitors, primary screen, cell-based, luminescence, uHTS (AID 1578); NOD1-driven NF-kB luciferase reporter cells, luminescence; higher % means a stronger effect; inhibition, % at 4 µM; hits with a dose series show EC50 in µM; 1% of 290,000 active; in the data active = inhibition mostly above about 36%, no sharp cut-off; inactive = mostly below about 34%;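 also: HEK-293T reporter cells stimulated with the NOD1 agonist gamma-tri-DAP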
KOR beta-arrestin-2: KOR agonists, beta-arrestin recruitment, primary screen, cell-based, luminescence, uHTS (AID 1777) | Kappa-type opioid receptor (Homo sapiens) | KOR beta-arrestin recruitment, luminescence; higher % means a stronger effect | activation, % at 10 µM, or EC50 in µM where a hit was titrated | 0.02% of 280,000 active; in the data active = activation above about 50%, passing the limit was not always enough; also: a part of the inactive calls stands beside numbers as strong as those of hits
NTR1 agonist cell count 20 µM: further read-out of NTR1 agonist, marked with its call; cell count; measured here: cell count, cytotoxicity flag
* = called active by the depositor; · = not tested or not shown; [ ] = remark or other dose. These rows are one share of the data; count on the stated rates, not on these rows.

The line under a structure holds: K1F lysis inhibition	NOD1 NF-kB reporter	GPR55 LPI antagonism	KOR beta-arrestin-1	NTR1 agonist cell count 20 µM	KOR beta-arrestin-2	Rac1 GTP hydrolysis	GPR55 activation	GPR35 arrestin U2OS	NTR1 agonist
- O=C1OC(c2ccccc2)=C/C1=C\N1CCOCC1
→ -0.1%	3%	-11%	2%	88	0.1%	10%	-0.1%	-6%	-0.9
- CC(=O)OCC1CCCC2=C(C)C(=O)CCC21COC(C)=O (stereo not given)
→ 1.0%[50 µM]	-28%	10%	-26%	42	-1.7%	2%	-0.1%	12%	0.3
- CC(C)CC(=O)N/C(N)=N/c1nc2ccccc2s1
→ 0.0%	-73%	-8%	-34%	42	0.2%	-2%	0.2%	11%	2.5
- CCOc1ccc(S(=O)(=O)N2Cc3ccccc3CC2C(=O)NCCCn2ccnc2)cc1 (stereo not given)
→ -0.1%	-4%	3%	3%	68	-3.8%	1%	-0.3%	3%	0.2
- Cc1ccc(-n2[nH]c(C)c(/C=N/n3c(C)nc4ccccc4c3=O)c2=O)cc1
→ -0.3%	2%	14%	1%	34	-4.2%	9%	0.3%	11%	0.5
- c1ccc(CNCCC(Cc2ccccc2)c2ccco2)cc1 (stereo not given)
→ 0.0%	1%	15%	5%	58	3.2%	5%	-0.3%	12%	1.8
- COc1c2c(cc3oc(C)cc(=O)c13)OC(C(C)(C)OC1OC(CO)C(O)C(O)C1O)C2 (stereo not given)
→ -1.6%	-23%	-3%	28%	104	1.8%	1%	-0.1%	-1%	-0.7
- COc1ccc(NC(=O)CN2CCN(c3ccc(Cl)cc3)CC2)c(OC)c1
→ 0.0%	18%	1%	-17%	69	4.0%	4%	-0.1%	-9%	0.9
- O=C(NCCCN1CCOCC1)c1cccnc1
→ 1.6%	-21%	12%	9%	47	9.3%	0%	0.5%	-6%	2.0
- COc1ccccc1C(=O)NCC(=O)N=Nc1c(O)n(C(C)C)c2ccccc12
→ 0.1%	-26%	-16%	-18%	59	-2.2%	·	-0.2%	0%	3.7
- O=C(c1cccs1)N1CCN(Cc2ccc3c(c2)OCO3)CC1
→ 0.2%	-3%	-10%	26%	41	-1.2%	9%	-0.1%	16%	-0.8
- Cc1ccc(C)c(S(=O)(=O)NCc2ccc3c(c2)OCO3)c1
→ 0.2%	38%	-8%	-24%	72	5.2%	5%	0.7%	-8%	-1.3
- COc1cccc(CCNC(=O)C2CCC(=O)N(Cc3cccc(OC)c3)C2)c1 (stereo not given)
→ 0.3%	-32%	-2%	-16%	59	-2.3%	3%	-0.2%	-4%	0.0
- Cc1ccc(C(=O)Nn2c(C)nc3ccccc3c2=O)cc1C
→ -1.2%[50 µM]	0%	8%	10%	84	-0.7%	5%	0.0%	1%	1.3
- Cc1nn(-c2ccccc2)c(Cl)c1/C=C(\CC(=O)O)c1nc2ccccc2s1
→ -0.8%	6%	-1%	22%	40	-4.8%	8%	-0.1%	0%	0.0

New compounds follow
The line under a structure holds: K1F lysis inhibition	NOD1 NF-kB reporter	GPR55 LPI antagonism	KOR beta-arrestin-1	NTR1 agonist cell count 20 µM	KOR beta-arrestin-2	Rac1 GTP hydrolysis	GPR55 activation	GPR35 arrestin U2OS	NTR1 agonist
- COc1ccc(CCNC(=O)C2CCCN2C(=O)NC2CCCCC2)cc1OC (stereo not given)
→ 1.6%	-18%	6%	-30%	82	5.7%	9%	-0.1%	10%	-0.6
- Cc1ccc(C(=O)NNC(=O)CSc2nnc(C(C)C)n2C)cc1
→ 0.8%	3%	-13%	-46%	48	0.1%	5%	0.2%	2%	-0.5
- COc1c(C)cc(C(=O)C2CCCN(S(=O)(=O)N(C)C)C2)cc1C (stereo not given)
→ -0.3%	48%	-15%	-44%[20 µM]	56	0.1%	6%	0.5%	7%	1.3
- CC(C)c1ccc(OCC(O)CN2CCCC2)cc1 (stereo not given)
→ 1.0%	-25%	-11%	5%[20 µM]	67	2.2%	12%	-0.1%	12%	-0.2
- CC(=O)Nc1ccc2[nH]c(C)c(CC=C(Cl)Cl)c(=O)c2c1
→ -0.1%	2%	-3%	-1%	82	-2.9%	13%	-0.1%	-8%	17
- C/C(=N\NC(=O)c1nnn(-c2nonc2N)c1CSc1ccccc1)c1ccc2c(c1)OCO2
→ 0.3%	-29%	2%	-10%	51	-0.6%	-1%	0.4%	-6%	0.8
- COc1ccc(S(=O)(=O)CC2(O)CCN(C(=O)C(C)(C)C)CC2)cc1
→ 0.3%	-17%	16%	-2%	58	-6.1%	5%	-0.3%	-4%	2.3
- N=c1c(C(=O)NCC2CCCO2)cc2c(=O)n3ccccc3nc2n1C1CCCCC1 (stereo not given)
→ 0.0%	32%	-3%	26%	54	-5.2%	2%	0.1%	-7%	1.7
- COc1ccc(NC(=S)Nc2cc(C)ccn2)c(OC)c1
→ 2.2%	-44%	12%	34%	52	-1.2%	13%	-0.3%	-1%	3.1
- CC(=O)/C(N)=N/Nc1cccc(Cl)c1
→ -3.0%	-14%	-3%	-15%	56	9.2%	-1%	-0.2%	6%	-0.7
- CCOC(=O)N1CCN(CCCc2ccccc2)CC1
→ 0.2%	-9%	7%	-62%[20 µM]	53	0.5%	24%	-0.1%	-5%	-0.6
- CCOc1ccc(NC(=O)N(CCC(C)C)C2CCN(C(C)=O)CC2)cc1
→ 6.6%	-14%	2%	8%	85	-2.1%	4%	-0.2%	14%	2.5
- CCOC(=O)C(Cc1ccccc1)NC(=O)CNC(C)=O (stereo not given)
→ 1.1%	-11%	3%	-14%	59	-8.3%	8%	0.2%	-3%	-0.2
- Cc1ccc(C2=N/C(=C\c3ccc(OS(=O)(=O)c4ccc(C)cc4)cc3)C(=O)O2)cc1
→ -7.8%	-4%	10%	6%	35	0.2%	3%	0.4%	1%	1.3
- COc1cc(/C=N\NC(=O)CNC(=O)c2cccc([N+](=O)[O-])c2)ccc1O
→ 0.2%	-31%	-7%	8%	48	-2.9%	17µM*	-0.2%	-10%	-0.2

New compounds follow:
The line under a structure holds: K1F lysis inhibition	NOD1 NF-kB reporter	GPR55 LPI antagonism	KOR beta-arrestin-1	NTR1 agonist cell count 20 µM	KOR beta-arrestin-2	Rac1 GTP hydrolysis	GPR55 activation	GPR35 arrestin U2OS	NTR1 agonist
- COc1cc(/C=N/NC(=O)c2ccccc2)ccc1OS(=O)(=O)c1ccccc1
→ 0.1%	-29%	-9%	-12%	81	-1.0%	7%	0.0%	-3%	-0.7
- Cc1[nH][nH]c(=O)c1/C=N/N1CCOCC1
→ 0.1%	-40%	-2%	-16%	96	-1.5%	-10%	-0.2%	12%	-1.6
- O=C(NCc1nc2ccccc2[nH]1)c1cccc(S(=O)(=O)N2CCCC2)c1
→ -0.1%	3%	-1%	4%	93	-6.3%	2%	0.0%	13%	-1.2
- Cc1cccc(C(=O)Nc2cccc(-c3cnc4ccccc4n3)c2)c1
→ -1.8%	-41%	-3%	-57%	76	45%	2%	-0.3%	2%	11
- COC(=O)C1=C(C)NC(=O)NC1c1ccccc1Cl (stereo not given)
→ 0.1%	-31%	7%	-12%	75	-2.6%	0%	-0.1%	4%	2.0
- Cc1ccc(-n2nc3c(c2NC(=O)c2c(F)cccc2Cl)CS(=O)(=O)C3)cc1C
→ 0.9%[50 µM]	-18%	-3%	8%	57	1.2%	4%	0.3%	6%	-0.6
- O=C(c1coc(=O)c(Br)c1)N1CCC(C(O)(c2ccccc2)c2ccccc2)CC1
→ 0.5%	-11%	-11%	-17%	44	1.5%	7%	-0.2%	-15%	-0.6
- Cc1ccc(-c2nc3ccccc3c(=O)n2N)cc1
→ -0.1%	-2%	2%	-7%	88	-2.5%	0%	0.4%	-2%	0.9
- Cc1cc(C2N=C(N)Nc3nc4ccccc4n32)c(C)n1-c1ccccc1Cl (stereo not given)
→ 0.8%	13%	32%	-23%	48	-2.4%	15%	0.8%	-7%	12
- CCn1c(=O)c2cc(C(=O)N(C)c3ccccc3F)sc2c2ccccc21
→ 0.1%	-4%	12%	27%	55	0.7%	11%	2.1%	17%	12
- O=C(CSc1nnc(-c2ccncc2)n1-c1ccc(Cl)cc1)NCc1cccs1
→ 0.5%	49%	·	-17%	74	-1.4%	4%	-0.1%	11%	0.3
- CC(C)CN(c1ccccc1)S(=O)(=O)c1nnc(NC(=O)C(C)C)s1
→ -0.3%	-4%	7%	-2%	100	1.3%	-12%	-0.2%	-5%	-1.6
- C=CCn1c(C)csc1=Nc1ccccc1C
→ 1.1%	-3%	9%	-11%	57	-3.6%	12%	0.2%	-10%	0.4
- S=C(Nc1ccccc1)Nc1ccc(OCc2ccc(Cl)cc2Cl)cc1
→ 0.3%	-11%	4%	22%	88	-4.4%	8%	0.3%	8%	1.3
- Cc1cccc(C)c1NC(=O)CSc1nc2ccccc2c(=O)[nH]1
→ -0.1%	-19%	2%	15%	85	1.4%	7%	0.2%	12%	1.6

(continued)
The line under a structure holds: K1F lysis inhibition	NOD1 NF-kB reporter	GPR55 LPI antagonism	KOR beta-arrestin-1	NTR1 agonist cell count 20 µM	KOR beta-arrestin-2	Rac1 GTP hydrolysis	GPR55 activation	GPR35 arrestin U2OS	NTR1 agonist
- Cc1c2cnn(CC(=O)O)c(=O)c2c(C)n1Cc1ccccc1
→ -1.5%	1%	1%	4%	64	7.9%	8%	-0.1%	4%	1.8
- CC(C)n1cc(C(=O)N2CCCC(Nc3ccc(F)c(F)c3)C2)cn1 (stereo not given)
→ 0.4%	-34%	1%	-41%	62	-4.2%	7%	0.2%	-2%	1.5
- O=C(Nc1ccc(Cl)cc1)C(Cl)C(=O)c1ccccc1 (stereo not given)
→ 0.9%	-145%	1.1µM*	-16%	59	-3.5%	10%	-0.2%	-6%	14
- C(=N\n1cnnc1)/c1cccc(OCCOc2ccccc2)c1
→ 1.0%	-28%	18%	-29%	64	1.9%	4%	-0.1%	-8%	0.7
- O=C(NCc1ccccc1)C(c1ccccc1)N(Cc1ccc2c(c1)OCO2)C(=O)Cc1cccs1 (stereo not given)
→ 0.0%	22%	4%	-16%	51	-7.2%	17%	-0.2%	-11%	1.2
